# KKLEB tox: counter-screen for CF NF-kB inhibitors: cytotoxicity; KKLEB CF airway cells viability, ATPlite luminescence, overnight; active compounds read low; cells stimulated with P. aeruginosa culture filtrate; activity change (cytotoxicity), % at 5 µM; 360,000 tested, 0.36% active;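 active means corrected activity change at or below -50% at 5 µM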
# aDG glyco act: alpha-DG glycosylation activation. AID 624168. Pro5-aDG cells, alpha-DG glycosylation AlphaScreen (IIH6); 0% Pro5, 100% B10-LARGE cell signal. activation, % at 10 µM. 360,000 tested, 0.22% active;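 active means activation of at least 8% versus controls, or a plate z-score of at least 8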;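 further: Pro5 are CHO cells carrying HIG-tagged alpha-DG that lacks glycosylation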
# hiPSC survival: enhancers of human iPSC single-cell survival; AID 602274; hiPSC single-cell survival, ATPlite luminescence; 100% = ROCK inhibitor wells, 0% = DMSO; survival enhancement, % at 20 µM; 360,000 tested, 0.044% active; in the data active means survival enhancement above about 18%;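 further: cells exposed to compounds for 16 hours before the ATP read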
# NR2E3 ag-1: agonists of human nuclear receptor NR2E3. Q9Y5X4. GST-NR2E3/biotin-RetCOR TR-FRET, 1536-well. inhibition of corepressor binding, % at 4.78 µM. 320,000 tested, 0.12% active. AID 2300;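 active means percent inhibition above the cutoff of mean plus 3 SD of all tested compounds, set per screening campaign, cut at about 20% in these data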;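 further: 0% = DMSO wells and 100% = biotin wells as full block of FRET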
# Target sequence (Q9Y5X4 whole entry, looked up): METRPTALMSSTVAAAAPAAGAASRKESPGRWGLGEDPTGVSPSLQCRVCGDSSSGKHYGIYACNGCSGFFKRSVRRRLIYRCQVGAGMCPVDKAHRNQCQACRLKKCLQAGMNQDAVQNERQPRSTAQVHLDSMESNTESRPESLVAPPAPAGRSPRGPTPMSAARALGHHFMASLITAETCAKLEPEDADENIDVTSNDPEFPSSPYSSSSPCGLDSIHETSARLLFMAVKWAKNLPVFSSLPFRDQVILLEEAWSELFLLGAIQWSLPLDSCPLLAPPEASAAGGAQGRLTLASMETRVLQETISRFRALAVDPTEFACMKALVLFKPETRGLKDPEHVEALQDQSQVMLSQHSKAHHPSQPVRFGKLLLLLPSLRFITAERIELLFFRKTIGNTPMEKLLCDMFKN
#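 Test system – NR2E3–RetCOR corepressor complex · Quantity – NR2E3 fusion 1.35 nM · Buffer or medium – Tris pH 7.5 · Incubation – Compound–protein incubation for 5 h at 4 °C · Technique – TR-FRET, Eu(K)-anti-GST donor, streptavidin-D2 acceptor, ex 340, em 617/671 nm · Evaluation – percent inhibition of 671/617 nm emission ratio versus biotin and DMSO controls · Plate – 1536-well format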
# CF NFkB block: inhibitors of cystic fibrosis induced NF-kB | KKLEB NF-kB-GFP reporter, PAF-induced, GFP fluorescence overnight | inhibition, % at 5 µM | 360,000 tested, 0.86% active | AID 588850;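 active means at least 50% inhibition at 5 µM, scaled per plate between neutral and stimulator controls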;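 further: PAF is a Pseudomonas aeruginosa culture filtrate used as stimulus; plate controls were PAF-stimulated DMSO wells for no effect and unstimulated DMSO wells for full effect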
# Peg3 promoter: Peg3 promoter activity inhibition; HeLa PEG-Prom luciferase reporter, luminescence, overnight; inhibition, % at 20 µM; 360,000 tested, 1.7% active;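 active means inhibition of at least 50% at 20 µM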
# TWEAK-Fn14 inh: inhibitors of TWEAK-Fn14 interaction signaling; TWEAK-stimulated Fn14 reporter cells, luciferase luminescence, 8 h; inhibition, % at 10 µM; 360,000 tested, 2% active; in the data active means inhibition above about 50%
# NR2E3 ag-2: agonists of human NR2E3 nuclear receptor | CHO-S Gal4-NCOR/VP16-NR2E3 two-hybrid, luciferase | inhibition of corepressor binding, % at 3.98 µM | 360,000 tested, 0.35% active | AID 602229;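 active means inhibition above the mean of all tested compounds plus 3 SD, cut at about 70% in these data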;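 further: 0% = DMSO with NR2E3 transfected cells and 100% = cells lacking NR2E3 construct; higher means lower luciferase signal from less NR2E3 corepressor binding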
# Shn3 inh set2: reduces Shn3 3'UTR luciferase signal in osteoblasts; 360,000 tested, 0.52% active; AID 588674; inhibition, % at 12.5 µM; Clone20 osteoblast Shn3 3'UTR firefly luciferase, 24 h;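 active means mean inhibition of at least 75% with every replicate also reaching 75%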;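 further: 0% = median of neutral control wells and 100% = pilot-screen positive control compound; some compounds past the cut are filed as inactive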
# MITF TRPM1 inh: MITF TRPM1 promoter inhibition in SK-MEL-5 cells; SK-MEL-5 TRPM1 promoter luciferase, 24 h; inhibition, % at 12.5 µM; 330,000 tested, 0.83% active; AID 488899;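 active means mean inhibition across replicates of 60% or more, whatever share of single replicates reaches that level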; further: values of inactives mirror those of a sister screen read the other way
# HIF-2a block: HIF-2a inhibition. 360,000 tested, 0.72% active. inhibition, % at 18.8 µM. 786-0 RCC cells HIF-2a reporter, luciferase luminescence, overnight;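 active means inhibition of the luminescence signal of 40% or more relative to plate controls, in a single-dose primary screen at 18.75 µM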
# * hit, by the source's call; . = no result given.
SMILES,KKLEB tox,aDG glyco act,hiPSC survival,NR2E3 ag-1,CF NFkB block,Peg3 promoter,TWEAK-Fn14 inh,NR2E3 ag-2,Shn3 inh set2,MITF TRPM1 inh,HIF-2a block
COc1ccc(-n2c(SCC(=O)Nc3cc(C)on3)nc3c([nH]c4ccccc43)c2=O)cc1OC,-8,0.5,-0.4,3,0,19,-25,-4,11,22,20
Cc1cccc(NC(=O)c2ccoc2C)n1,12,-0.1,1.8,4,-2,-81,-12,-19,-21,-32,-112
CCCC(=O)Nc1ccc(C(=O)NCC2CCCO2)cc1 (centres undefined),8,0.2,-2.0,-2,-3,7,-4,5,17,-8,7
Cc1ccc(N(CC(=O)NC(C)(C)C)C(=O)CNC(=O)c2cccs2)c(C)c1,-13,-0.1,-0.7,2,16,12,-4,1,5,1,15
CN(C)CCNc1cnn(-c2ccccc2)c(=O)c1Cl,-4,0.2,1.7,-1,1,-2,0,-3,-5,-2,-14
Cc1ccc(NC(=O)Cn2cnc3c(NCc4ccccc4)ncnc32)cc1C,4,0.2,-0.6,.,11,-7,-9,-22,1,-12,5
COc1cc(C2C(C#N)=C(N)OC3=C2C(=O)CCC3)cc(OC)c1OC(=O)N1CCOCC1 (centres undefined),0,0.1,1.2,1,-34,-2,-13,-19,-6,-2,15
CO/N=C/c1ccc(OC)c(Oc2nc(OC)cc(OC)n2)c1,-6,-0.2,-2.6,0,18,10,20,-8,16,17,13
CSc1ncc(C(=O)NCCCc2ccccc2)c(C)n1,5,0.1,0.3,.,-10,-17,13,-28,-3,8,-27
CCN(CC)S(=O)(=O)c1ccc(N2CCOCC2)c(NC(=O)CCC2CCCCC2)c1,7,-0.1,-0.7,4,-7,2,-31,-28,22,-2,26
COc1ccc(O)c(/C=C(\C#N)C(=O)Nc2ccccn2)c1,-2,0.0,0.1,.,-2,-15,1,-22,-23,11,-28
Cc1cc(C)n(CCCO)c(=O)c1C#N,14,-0.1,1.7,3,6,2,0,-18,-4,-2,6
Cc1ccc(Cn2nnc3c(=O)n(CC(=O)N4CCN(c5ccccc5)CC4)cnc32)cc1,-3,0.2,0.5,1,-6,16,3,19,59,8,8
CSCC[C@H](NC(=O)[C@@H]1Cc2ccccc2CN1)C(=O)Nc1cccc(C)c1,9,0.0,0.3,0,-8,-22,-4,-17,-5,7,-14
COc1cc2cc(CN(CCN3CCCC3)C(=O)Nc3ccc(F)cc3)c(=O)[nH]c2cc1OC,-3,-0.1,-1.9,6,-6,6,-31,-7,19,-2,7

# Some of the entries so far, with two lines to a compound:
# Every second line gives: KKLEB tox, aDG glyco act, hiPSC survival, NR2E3 ag-1, CF NFkB block, Peg3 promoter, TWEAK-Fn14 inh, NR2E3 ag-2, Shn3 inh set2, MITF TRPM1 inh, HIF-2a block
COc1cc(C2C(C#N)=C(N)OC3=C2C(=O)CCC3)cc(OC)c1OC(=O)N1CCOCC1 (centres undefined)
 : 0, 0.1, 1.2, 1, -34, -2, -13, -19, -6, -2, 15
CO/N=C/c1ccc(OC)c(Oc2nc(OC)cc(OC)n2)c1
 : -6, -0.2, -2.6, 0, 18, 10, 20, -8, 16, 17, 13
CSc1ncc(C(=O)NCCCc2ccccc2)c(C)n1
 : 5, 0.1, 0.3, ., -10, -17, 13, -28, -3, 8, -27

# Other entries.
SMILES,KKLEB tox,aDG glyco act,hiPSC survival,NR2E3 ag-1,CF NFkB block,Peg3 promoter,TWEAK-Fn14 inh,NR2E3 ag-2,Shn3 inh set2,MITF TRPM1 inh,HIF-2a block
COc1cc(OC)cc(C(=O)NCCSc2c[nH]c3ccccc23)c1,-4,0.1,-0.6,-4,8,19,3,2,9,18,13
Oc1ccc(-c2onc3ccc(Cl)cc23)cc1,-17,-0.1,-2.0,6,-16,-27,7,-28,-10,-8,-3
COc1cccc(COC(=O)CSCC(=O)Nc2ccc(C)cc2)c1OC,-4,-0.4,3.8,.,-33,17,2,-2,-9,.,15
CCOC(=O)c1c(C)[nH]c(C(=O)COC(=O)CNS(=O)(=O)c2ccc(C)cc2)c1C,2,-0.1,-0.4,-2,-7,14,-3,-4,3,13,-10
CC(=O)c1c(C)[nH]c(C(=O)OCC(=O)Nc2ncc(Cl)c(C)c2Cl)c1C,4,0.1,3.7,-2,-16,11,4,-17,16,13,9
Cc1ccc(CSCC(=O)NCc2cccnc2)cc1,3,0.5,-0.6,2,10,12,-6,21,-9,-8,7
NC(=O)CSc1nnc(-c2ccncc2)n1CCc1ccccc1,-3,-0.2,0.6,1,13,15,-21,10,-4,15,23
COCCCNc1ccn2nc(-c3ccc(CC(C)C)cc3)cc2n1,0,0.5,-2.6,.,-78,-259,-3,-79,-64,.,-212
COc1cc(N=C(N)N=C(N)N)cc(OC)c1,-1,0.0,-0.8,-3,12,4,1,-10,-8,2,16
Cc1ccc(C(=O)O/N=C2/CC3CCC2(C)[C@@]3(C)CBr)cc1 (some centres undefined),-3,0.1,0.7,1,6,15,-14,-37,-4,-14,15
CCCC[C@@H]1CNC(=O)C(=O)N1CC1CCCCC1,.,0.3,-2.0,.,.,.,21,1,.,.,7
Cc1cc(C(=O)NC2CCCc3c2cnn3-c2ccc(C)c(C)c2)nc(C)n1 (centres undefined),-14,2.3,-0.4,0,36,12,-2,20,1,6,2
NS(=O)(=O)c1ccc(NC(=O)C(=O)NCCC(=O)O)cc1,-9,0.0,0.5,-2,4,14,7,6,-9,13,17
COc1ccc(OC)c(S(=O)(=O)Nc2ccc(Oc3ccccc3)cc2)c1,-15,1.3,8.3,3,6,12,27,65,21,1,5
O=C(Nc1ccc2c(c1)OCCO2)C1CCCN1S(=O)(=O)c1ccc(Cl)cc1 (centres undefined),0,-0.4,1.1,-1,1,12,15,3,-1,5,11
COc1cccc2cc(S(=O)(=O)c3ccccc3)c(=Nc3ccc4c(c3)OCCO4)oc12,-11,-0.4,-0.6,1,18,3,78*,-19,24,41,13
O=c1cc(C(F)(F)F)nc(-c2cccnc2)[nH]1,3,0.0,-1.1,3,3,20,7,-22,6,-6,14
COc1cccc2cc(-c3ccccc3)c(=O)oc12,5,-0.3,-1.8,-3,-29,-279,-14,-113,-98,-65,-237
CC(C)CCNC(=O)C1(O)c2ccccc2NC(=O)N1c1ccc(Cl)cc1 (centres undefined),-1,0.1,0.9,0,-8,-66,5,-39,-17,-15,-62
COc1ccccc1-n1c(SCC(=O)Nc2ccc(NC(C)=O)cc2)nc2c([nH]c3ccccc32)c1=O,-11,-0.5,0.5,2,-2,-1,-3,7,0,30,18
CC(C)c1nc2cc(C(=O)N(C)Cc3ccc(F)cc3)ccc2o1,13,0.1,0.2,-2,-12,-44,-19,-29,-11,-12,-79
CC(C)Oc1ccc(C(CC(=O)O)NC(=O)C(Sc2ccccc2)c2ccccc2)cc1 (centres undefined),-2,-0.1,-0.3,5,-1,3,8,-10,-1,-7,9
COc1ccc(/C=N/n2cncn2)cc1Cn1cc([N+](=O)[O-])cn1,0,-0.1,-0.5,1,9,19,13,-22,-5,.,18
Cc1ccc(NS(=O)(=O)c2ccc3c(c2)oc(=O)n3C)c(C)c1,-6,0.0,-0.2,.,22,14,-8,21,2,3,21
O=C(O)C1SCCN1S(=O)(=O)c1ccc(N=NN2CCOCC2)cc1 (centres undefined),-4,0.1,-0.7,3,22,-5,-4,19,8,-5,13
COc1ccc(NC(=O)C2CCCN(S(=O)(=O)c3cccc4nonc34)C2)cc1OC (centres undefined),4,-0.2,-1.5,0,13,1,0,-2,3,7,11
O=C(CN(C(=O)CCC(=O)Nc1nccs1)c1ccc(F)cc1)NCc1ccc2c(c1)OCO2,-8,0.1,-0.5,3,11,2,32,1,-2,1,11
CC(C)C[C@H]1CNC(=S)N1C[C@H]1CCCN1C[C@H](CC(C)C)N1C[C@H](Cc2ccc(O)cc2)N(CC2CCCCC2)C1=S,.,0.1,-1.4,.,.,.,31,25,.,.,-22
c1ccc(-c2nnc3sc(-c4cc5ccccc5o4)nn23)cc1,-28,-0.1,0.2,0,-6,1,-20,-6,32,-22,-25
CN1CCN(c2ccc(NC(=O)c3ccccc3)cc2)CC1,-3,-0.1,-0.3,-3,9,-151,30,-87,-17,-49,-169
O=C(NCc1ccccn1)C1CCN(S(=O)(=O)c2cnc[nH]2)CC1,9,-0.2,0.1,4,-9,12,8,-17,-2,-3,7
COC(=O)C1=C(N)Oc2cc(C)n(CCCn3ccnc3)c(=O)c2C1c1cccc(Cl)c1 (centres undefined),-10,-0.4,-4.9,1,21,4,9,-13,2,3,23
COc1ccc(N(C)S(=O)(=O)c2cccc(C(=O)NC3CCCCC3C)c2)cc1 (centres undefined),-13,2.2,-0.2,1,7,102*,1,10,-6,12,17
CC(C)C(=O)NC(CC(=O)O)c1ccccc1 (centres undefined),25,0.1,-0.8,2,-18,3,-4,-48,11,3,11
CC1CC1C(=O)N(C)CC(=O)Nc1cccc(F)c1 (centres undefined),-18,0.2,0.0,6,14,2,7,-17,6,-4,0
COc1cc(C(=O)NC2CCCc3ccccc32)ccc1OCC(=O)Nc1ccc(F)cc1 (centres undefined),-18,0.9,2.7,-2,22,10,-25,11,14,-1,14
CCOC(=O)C1=C[C@@H](C(C)C)N(S(=O)(=O)c2ccc(C)cc2)[C@H]1c1ccc(C(C)C)cc1,11,0.0,-0.8,.,13,17,14,12,-6,.,4
COC(C(=O)Nc1ccc(F)cc1)c1ccccc1 (centres undefined),5,-0.1,-0.6,0,-3,9,-9,-27,12,-1,-1
COc1cccc(C(=O)Nc2cccc(C(=O)NCC(C)C)c2)c1,11,0.5,6.5,2,-6,-24,7,-10,-2,-3,-8
COc1cc2c(cc1OC)CN(C1CCC(C)CC1)CC2 (centres undefined),-6,0.0,0.8,2,-3,1,-21,-32,2,4,14
CC(/C=C/c1ccc(N(C)C)cc1)=N/N=C1/NC(=O)CC(C(=O)Nc2ccc(Cl)cc2)S1 (centres undefined),-1,-0.3,1.1,0,-23,-153,5,-72,-52,-30,-194
CC(=O)Nc1ccccc1C(=O)C(=O)Nc1cccc(Br)c1,-12,-0.3,0.1,0,8,-176,-24,-114,-10,2,-322
CC(C)CC(=O)Nc1ccc2c3c(cccc13)CC2,-12,0.0,-0.8,-1,3,-14,-2,-9,-20,-4,-19
CCOC(=O)C(NC(=O)c1ccc(F)cc1)(Nc1nnc(C)s1)C(F)(F)F (centres undefined),14,0.5,1.0,0,-11,11,8,-16,3,-5,16
COc1ccccc1N1CCN(C(=O)c2cn(C)c3ccc(S(=O)(=O)N4CCOCC4)cc3c2=O)CC1,5,0.1,-0.1,-1,-6,11,-12,-22,-1,-7,9
Cc1ccc(C(C)C)c(OCC(=O)Nc2ccc(N3CCN(S(C)(=O)=O)CC3)cc2)c1,-8,-0.1,-3.3,-4,6,28,2,-27,-5,4,15
COc1cc(/C=C/C(=O)OCC(=O)c2ccccc2)cc(OC)c1OC,7,0.0,1.4,.,-45,-7,-26,-17,-4,-5,-22

# Bioassay records (PubChem BioAssay)
